p53 reactivation – restores transcriptional activity of mutant p53; Potency, µM (top dose mostly 92.2 µM), without a hit: top-dose activity change, positive = activation, usual class: activators; H1299 p53-A138V BP100-luciferase reporter, luminescence, 24 h; AID 504706; hit rate 0.063% among 320,000; note: potency is the fitted concentration of half-maximal effect; % of control where 0% means no effect; nearly all actives have a fitted effect of over 45% in size
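p53-null H1299 cells stably carrying temperature-sensitive p53-A138V and a BP100-luciferase reporter were pinned with compounds (4-point, 1:5 series) and held 24 hrs at 37 deg C. Luminescence was read 10 min after detection reagent.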
TSG101-PTAP inh – blocks PTAP/TSG101 interaction to inhibit HIV-1 budding | 340,000 tested, under 10 active | Potency, µM (highest dose often 115 µM), for the others: at the highest dose activity change, negative = inhibition, hits mostly inhibitors | Q99816 | Fluorescence polarization, FITC-PTAP peptide / Tsg101 binding; active = well fitted inhibition curve with a large enough effect in the main read-out, with a control signal flat, not every such curve was filed as active; inconclusive = small, poorly fitted or top-dose-only effect, or effect the other way, or a change in a side signal; inactive = no such curve, though single readings can be large or run the other way; note: potency is the fitted concentration of half-maximal effect; % of control where 0% means no effect
Target sequence (Q99816 whole entry, looked up): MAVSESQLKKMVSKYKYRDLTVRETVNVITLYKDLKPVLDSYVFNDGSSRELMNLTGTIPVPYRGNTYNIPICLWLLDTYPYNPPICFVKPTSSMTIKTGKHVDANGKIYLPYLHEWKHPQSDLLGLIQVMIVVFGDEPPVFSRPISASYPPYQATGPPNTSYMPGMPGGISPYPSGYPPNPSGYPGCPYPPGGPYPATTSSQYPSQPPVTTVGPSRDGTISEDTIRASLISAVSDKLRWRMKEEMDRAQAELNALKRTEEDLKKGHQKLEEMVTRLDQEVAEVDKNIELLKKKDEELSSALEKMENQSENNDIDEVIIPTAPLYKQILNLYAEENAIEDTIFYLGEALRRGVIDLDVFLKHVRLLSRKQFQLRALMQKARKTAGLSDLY
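Fluorescence anisotropy tracks displacement of a FITC-tagged PTAP peptide (50 nM) from the Tsg101 binding domain (10 uM), following a 20 min room-temperature incubation at pH 7.5.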
TRPV1 agonist – agonists of human vanilloid receptor 1 (TRPV1) | Q8NER1 | TRPV1-expressing cells, Fluo-8 calcium influx, agonist mode | activation, % at 8.33 µM | hit rate 0.19% among 320,000 | AID 540275; in the data active = activation above about 80%; inconclusive = between about 30% and that limit; note: 0% is about no effect
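Fluo-8 calcium influx in TRPV1-expressing cells, kinetic read (ex 480/em 520 nm). Compound added and read 3 min for agonist activity, followed by capsaicin at EC20 final and 2 min further read for enhancement.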
BRCA1 expr up – increases BRCA1 expression; hit rate 1.1% among 380,000; AID 624202; MCF7-BRCA1-FFLuc reporter, luminescence, 48 h; response scale: scaled: vehicle 0%, 10 µM genistein 100%; Potency, µM (highest dose often 46.1 µM), for the others: at the highest dose activation, hits mostly activators; note: potency is the fitted concentration of half-maximal effect; nearly all actives have a fitted effect of over 80% in size; some results filed as inactive show a strong effect at the top dose
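Luminescence from a BRCA1-driven firefly luciferase in MCF7 cells was read after 48 h compound exposure at 37 C. Data normalized against DMSO and a 10microM genistein activation control, then curve-fitted across the titration.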
ELG1 repair inh – ELG1-dependent DNA repair inhibition; HEK293T ELG1-luciferase reporter, luminescence, 16 h; DNA damage induced by 5-fluorouridine; Potency, µM (top dose mostly 46.1 µM), for inactives: at the top dose activity change, negative = inhibition, most hits filed as inhibitors; hit rate 2.3% among 330,000; note: potency is the fitted concentration of half-maximal effect; % is set by controls: 0 for no effect and ±100 for the full control effect; nearly all actives have a fitted effect of over 55% in size
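DMSO vehicle served as the neutral condition. Each well held 2,000 cells given 5-fluorouridine plus compound; after 16 hr at 37 °C/5% CO2, ONE-Glo was added and luciferase measured 30 min later.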
CXXC DNA block – blocks binding of human MLL CXXC domain to DNA. Q03164. MLL-CXXC / FITC-HOXA9 DNA fluorescence polarization. Potency, µM (doses to about 115 µM), inactives show top-dose activity change, negative = inhibition, hits mostly inhibitors. hit rate 0.037% among 290,000; active = well fitted inhibition curve with a large enough effect in the polarisation, with a control signal flat, not every such curve was filed as active; inconclusive = small, poorly fitted or top-dose-only effect, or effect the other way, or a change in a side signal; inactive = no such curve, though single readings can be large or run the other way; the % refers to the polarisation; note: potency is the fitted concentration of half-maximal effect
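Fluorescence polarization: 7 uM MLL-CXXC (stock) preincubated 5 min with compounds, then 50 nM fluorescein-HOX-A9 DNA (stock) added; 30 min ambient. Buffer 50 mM Tris-HCl pH 7.5, 50 mM NaCl, 1 mM DTT, 0.05% BSA.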
TCR act – T cell receptor activation; primary human leukocytes, anti-CD3, IL-2 HTRF, 48 h; Potency, µM (titrated, usually from 9.22 µM), inactives show top-dose activation of IL-2 secretion, hits mostly activators; 330,000 tested, under 10 active; note: % of control where 0% means no effect
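Compounds are tested in HTS on primary human leukocytes co-incubated with a-CD3 beads for 48 hr. IL-2 output is measured by time-resolved FRET.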
AT treatment – potential ataxia-telangiectasia treatments restoring KAP-1 phosphorylation | Potency, µM (top dose mostly 57.5 µM), for the others: top-dose activation, hits mostly activators | […] A-T fibroblasts, KAP-1 phosphorylation AlphaLISA; neocarzinostatin DNA damage 30 min before lysis | hit rate 0.19% among 320,000 | AID 485349; note: potency is the fitted concentration of half-maximal effect; % of control where 0% means no effect; nearly all actives have a fitted effect of over 45% in size
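hTERT-immortalized A-T patient fibroblasts ([…]), 500 cells/well in OPTI-MEM, 1% FBS, got compounds for 60 min, then NCS for 30 min at 37C. Lysates were then assayed for phospho-KAP-1 by AlphaLISA (anti-pKAP1 donor, anti-KAP1 acceptor beads), 6 hr at 25C.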
B2AR arrestin – recruits beta-arrestin to the human beta2-adrenergic receptor. P07550. beta-arrestin recruitment to beta2AR, cell-based reporter. Potency, µM (doses to about 46.1 µM), without a hit: top-dose activation, hits mostly activators. hit rate 0.02% among 330,000;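 note: potency is the fitted concentration of half-maximal effect; 0% = DMSO controls and full agonism = EC100 isoproterenol or metaproterenol; nearly all actives have a fitted effect of over 65% in size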
Target sequence (P07550 whole entry, looked up): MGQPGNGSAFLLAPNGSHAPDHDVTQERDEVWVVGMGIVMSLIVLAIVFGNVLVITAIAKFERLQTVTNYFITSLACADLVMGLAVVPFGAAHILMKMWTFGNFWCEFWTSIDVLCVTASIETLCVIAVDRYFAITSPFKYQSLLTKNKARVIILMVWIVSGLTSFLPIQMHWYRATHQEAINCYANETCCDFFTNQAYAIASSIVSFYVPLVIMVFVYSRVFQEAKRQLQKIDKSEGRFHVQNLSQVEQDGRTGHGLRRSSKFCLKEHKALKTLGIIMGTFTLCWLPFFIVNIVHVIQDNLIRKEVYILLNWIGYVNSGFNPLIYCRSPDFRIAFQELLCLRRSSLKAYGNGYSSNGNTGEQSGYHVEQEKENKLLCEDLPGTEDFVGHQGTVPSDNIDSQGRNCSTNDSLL
a7 integrin act – integrin-mediated muscular dystrophy alleviation activation | alpha7betagal myoblasts, beta-gal FDG fluorescence, 48 h | Potency, µM (titrated, usually from 38.3 µM), without a hit: top-dose activation, hits mostly activators | hit rate 0.064% among 350,000 | AID 624291;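 note: potency is the fitted concentration of half-maximal effect; 100% = response of the positive control SU9516; nearly all actives have a fitted effect of over 60% in size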
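Alpha7betagal+/- myoblasts (passage 13) were plated 16-24 hr, then exposed to compounds (1:260 dilution of DMSO stock) for 48 hours at 37C. After MPER lysis, β-galactosidase reporter activity was read as FDG fluorescence (ex 480/em 540) after 30 minutes.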
* hit, by the source's call; ? = inconclusive; . = not tested or not shown; [ ] = another dose, or the depositor's remark. Unless noted, calls come from the whole dose curve; as a rule, active = well fitted curve in the direction sought with a large enough effect; inconclusive = small, poorly fitted or top-dose-only effect, or another doubt; inactive = no such curve, though single readings can be large; an effect the other way counts as inactive or inconclusive.

| SMILES | p53 reactivation | TSG101-PTAP inh | TRPV1 agonist | BRCA1 expr up | ELG1 repair inh | CXXC DNA block | TCR act | AT treatment | B2AR arrestin | a7 integrin act |
| --- | --- | --- | --- | --- | --- | --- | --- | --- | --- | --- |
| COc1ccc([N+](=O)[O-])cc1NC(=O)CC(C)c1ccccc1 (configuration not stated) | 22.9% | -5.1% | 14.0 | -2.0% | -8.7% | -2.6% | 8.7% | 5.7% | 0.1% | 16.3% |
| CCc1cc2c(=O)oc(-c3ccc(Br)cc3)nc2s1 | 2.0% | -2.9% | -1.2 | -1.6% | ? | -6.7% | -9.3% | 8.7% | -0.6% | 3.4% |
| O=C(C1CCN(Cc2ccc(Cl)cc2)CC1)N1CCN(C(c2ccccc2)c2ccccc2)CC1 | -4.6% | 0.2% | ? | -82.8%[inhibitor] | -10.1% | -2.1% | 11.9%[46.1 µM] | -0.1% | 0.4% | -50.4%[inhibitor] |
| CN(C(=O)COC(=O)CNC(=O)CNC(=O)c1ccc(Cl)cc1Cl)c1ccccc1 | -0.9% | 1.2% | 1.3 | 8.9% | -12.8% | 3.6% | -14.9% | 3.3% | -0.2% | 4.4% |
| Cc1cc(N(C)NC(=S)Nc2ccccc2)nc(C)n1 | -4.3% | -2.1% | -2.0 | -29.3% | -3.9% | -5.3% | 2.0%[46.1 µM] | 2.9% | -0.2% | -20.6% |
| CCOC(=O)CNC(=O)CNC(=O)Cn1ccc2ccccc2c1=O | -0.8% | -4.3% | -1.2 | 32.8% | -4.1% | -17.6% | . | . | -0.6% | 14.4% |
| O=C(NCc1ccccn1)c1cc(-c2ccc(Br)cc2)nc2ccccc12 | 4.4% | -0.6% | 21.4 | -18.6% | ? | -4.3% | 3.8%[46.1 µM] | -4.0% | -0.6% | 19.9% |
| O=C(Nc1ncc(Cc2cc(Cl)ccc2Cl)s1)c1ccc([N+](=O)[O-])cc1 | 6.4% | -3.7% | . | -98.1%[inhibitor] | ? | 17.3% | -3.3% | -0.1% | -0.4% | -67.7%[inhibitor] |
| CN(C)S(=O)(=O)N(Cc1ccc(Br)cc1)c1ccccc1 | -11.3% | -5.4% | 1.0 | -22.4% | -16.8% | -7.3% | -62.2% | 27.4% | -0.3% | 0.7% |
| CCOc1ccc(N/C(N)=N/c2nc(C)cc(C)n2)cc1 | . | -8.0% | -0.2 | -19.3% | -8.8% | 0.5% | 9.9% | 11.1% | 0.0% | -55.1%[inhibitor] |
| O=S(=O)(O)c1nc2ccccc2n1Cc1ccc(Cl)cc1Cl | -7.4% | -17.1% | 0.3 | -37.5% | -13.0% | 2.4% | -1.7% | 2.1% | -0.2% | -19.8% |
| Cc1ccc(Nc2nc3ccccc3nc2Nc2c(C)n(C)n(-c3ccccc3)c2=O)cc1 | 6.8% | -7.2% | 0.2 | 12.6% | -16.4% | -0.1% | -0.4% | 12.1% | 0.2% | 29.3% |
| Cc1ccc(NC(=O)CCc2nc3ccccc3[nH]2)cc1C | -1.6% | -0.5% | ? | 12.7% | 6.2% | 3.5% | -2.7% | 12.6% | -1.0% | 13.5% |
| COc1ccc(CN2CCN(C(C)C(=O)NC(C)c3ccc(F)cc3)CC2)cc1F (configuration not stated) | -0.6% | -0.8% | 0.7 | -21.1% | ? | 8.6% | -4.4% | -0.8% | -0.1% | 0.0% |
| COc1nccnc1NS(=O)(=O)c1ccc(NC(=S)NC(=O)c2ccc(F)cc2)cc1 | -3.1% | 1.1% | 0.5 | -8.4% | -1.6% | 0.8% | 5.7%[46.1 µM] | -5.7% | -0.9% | -20.8% |
| O=C(CN1CCN(S(=O)(=O)N2CCCCCC2)CC1)Nc1cc(Cl)ccc1Cl | 2.0% | -2.4% | 3.4 | -18.2% | ? | -1.2% | 0.1% | 7.3% | -0.5% | 12.9% |
| O=S(=O)(/C=C/c1ccccc1)Nc1cccc(S(=O)(=O)NC2=NCCC2)c1 | 10.0% | -2.0% | 2.1 | 1.3% | -2.4% | 2.0% | -4.8% | 6.4% | 0.0% | -4.5% |
| COc1ccc2nc(SCC(=O)NC3CCCCC3)[nH]c2c1 | 4.0% | 0.3% | ? | -22.9% | 9.1% | 0.8% | -6.4% | 5.4% | 0.0% | -20.2% |
| Cc1nc(N)[nH]c(=O)c1Oc1cccc(C(F)(F)F)c1 | 0.3% | 1.3% | -4.9 | -0.3% | 10.6% | 15.7% | 2.2% | 0.6% | 0.0% | -15.8% |
| O=C(c1cccc(C(F)(F)F)c1)N(c1ccccn1)C1CCCCC1 | -1.7% | -1.2% | ? | -22.7% | ? | -2.4% | 8.5% | 3.4% | 0.1% | -1.3% |
| Nc1nonc1-n1nnc(C(=O)O)c1-c1cccs1 | 10.0% | -1.9% | . | -9.9% | 6.1% | 1.4% | -0.4% | . | -0.2% | -11.5% |
| Cc1cnc(C(=O)OCC(=O)N2CCc3ccccc3C2)cn1 | 3.3% | 0.4% | 0.3 | 3.8% | 2.7% | 3.3% | -7.9% | -1.9% | -0.6% | 7.6% |
| COc1ccc(C2CCCN2C(=S)Nc2ccccc2C)cc1OC (configuration not stated) | -0.1% | -1.9% | 2.5 | -13.3% | -11.1% | 5.6% | -4.8% | -3.0% | -0.2% | -0.6% |
| Clc1ccccc1-c1nc2nc3ccccc3nc2n1-c1ccc2c(c1)OCO2 | -16.4% | 1.1% | 11.5 | -54.2% | 14.6µM* | -3.2% | -22.4%[46.1 µM] | 8.1% | 11.4% | -16.2% |
| CCNc1nc(SCCOc2ccc(Cl)cc2Cl)nc(N(C)C)n1 | 0.9% | -2.1% | 2.8 | -1.7% | -6.4% | 12.3% | -0.3% | 5.2% | -0.2% | -27.2% |
| CN(Cc1ccco1)C(=O)c1ccc(CNS(=O)(=O)c2ccc3c(c2)C(C)(C)C(=O)N3C)cc1 | . | -12.5% | 2.1 | -7.7% | -2.8% | -7.2% | 0.2% | -8.8% | 0.4% | -8.4% |
| CCN(CC)CCCNC(=O)CN1C(=O)CSc2ccc(S(=O)(=O)N3CCOCC3)cc21 | 12.9% | -2.5% | -2.3 | 0.7% | 10.6% | 20.0% | 3.6% | -9.3% | -1.8% | -8.1% |
| CC(C)(C)NC(=O)CN(C(=O)CNC(=O)c1cccs1)c1ccc2c(c1)OCCO2 | -5.1% | -1.5% | 1.2 | 0.5% | 0.5% | 0.8% | 2.2% | -1.1% | -0.1% | 4.0% |
| COc1ccc(N2C(=O)CC(N(CCc3ccc(S(N)(=O)=O)cc3)C(=S)Nc3ccccc3)C2=O)cc1 (configuration not stated) | -3.6% | -10.7% | 4.6 | -17.9% | -18.4% | 2.2% | -4.6% | 13.5% | -0.2% | -10.8% |
| COc1ccc(CCNC(=O)C2CCCN(C(=O)c3ccc(Cl)cc3)C2)cc1 (configuration not stated) | -0.5% | -3.1% | 0.0 | -11.7% | 1.6% | 7.2% | 3.5% | -0.4% | -1.0% | 4.6% |
| CCOCCCNC(=O)CSCc1nc(-c2ccc(SC)cc2)oc1C | 1.3% | -4.8% | -0.6 | -25.6% | ? | 0.3% | 0.6% | 0.1% | 0.1% | -32.0% |
| CN(C)CCNCc1ccccc1OC1CCCC1 | 3.8% | 0.6% | 0.7 | 3.9% | -3.1% | 17.8% | 1.6% | -1.6% | -0.4% | -23.1% |
| CC(=O)c1ccc(OCC(O)CN2CCN(S(=O)(=O)c3c(C)cc(C)cc3C)CC2)cc1 (configuration not stated) | 4.3% | 0.3% | 10.2 | -11.2% | 10.9% | 3.1% | -4.2% | -4.5% | 0.0% | -6.7% |
| COc1ccc(-c2nc(SC(C)C(=O)NC3CC3)n[nH]2)cc1 (configuration not stated) | 6.5% | -4.5% | -0.5 | 24.8% | ? | . | 7.8% | 7.0% | -0.5% | -12.1% |
| O=c1c(C(c2ccccc2)c2c(O)nc3n(c2=O)CCS3)c(O)nc2n1CCS2 | 2.3% | 1.3% | -0.2 | 10.8% | -3.5% | -0.9% | -0.5%[46.1 µM] | -3.3% | ? | ? |
| CC(=O)Nc1nc(NC(=O)C(Cl)(Cl)Cl)n(-c2ccccc2)n1 | -1.2% | 0.0% | . | -4.5% | -10.5% | -9.6% | 0.3% | 0.6% | -0.1% | -8.1% |
| COC(=O)C(Cc1ccc(O)cc1)NC(=O)C1CCN(S(=O)(=O)c2ccc(C)cc2)CC1 (configuration not stated) | -7.2% | -1.2% | 0.8 | -0.3% | -2.0% | -1.7% | 8.2% | 1.7% | -0.8% | 34.4% |
| COc1cccc(/C=N/NC(=O)c2cnccn2)c1 | 29.5% | 0.1% | 3.8 | 16.5% | ? | 6.2% | 1.8%[46.1 µM] | -1.1% | -0.6% | -15.5% |
| Cc1nc2scc(-c3ccccc3)c2c(=O)o1 | 2.8% | -5.0% | -5.8 | 0.0% | ? | 3.1% | 7.1% | -3.6% | 0.0% | 9.5% |
| CC12CCC(C(=O)N(NC(=O)c3ccc(O)cc3)C1=O)C2(C)C (configuration not stated) | -1.9% | -5.4% | 5.2 | -21.4% | -5.0% | 10.3% | 1.2% | -15.9% | -0.1% | 10.1% |

Screening data as filed in PubChem.

An unsorted share of the library (roughly 3.8% active in at least one column).
